# NALP1 inh: inhibitors of NALP1 inflammasome in yeast; inhibition, % at 10 µM; 280,000 tested, 0.61% active; S. cerevisiae NALP1/ASC/caspase-1 growth, X-gal OD620, 72 h; AID 2071; in the data active = inhibition mostly above about 24%, no sharp cut-off; inactive = mostly below about 32%; also: some compounds called inactive have numbers as strong as hits
# IDE cell activ: boosts human insulin-degrading enzyme activity in HEK cells | FAbeta-B cleavage, fluorescence polarization; 0% vehicle, 100% cell-free pure enzyme wells | activation, % at 5.96 µM | 340,000 tested, 0.073% active;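 active = activation above the mean of all tested compounds plus 3 SD, set per screening campaign, cut at about 17% in these data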
# VIM-2 inh: blocks Pseudomonas aeruginosa VIM-2 metallo-beta-lactamase | purified VIM-2, nitrocefin hydrolysis, epi-absorbance fluorescence | inhibition, % at 5.6 µM | 290,000 tested, 0.89% active;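 active = inhibition above the mean of all tested compounds plus 3 SD, cutoff set per screening run, cut at about 7.5% in these data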;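 also: red hydrolysis product quenches plate fluorescence so inhibitors raise well fluorescence; 0% = enzyme with DMSO and 100% = DMSO without enzyme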
# p-CIP stab down: p/CIP protein destabilization; AID 1984; F442A p/CIP-EGFP cells, EGFP fluorescence, 16 h; Q05BA5; decrease of EGFP signal, % at 10 µM; 290,000 tested, 0.01% active;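 active = EGFP signal decrease of at least 30% at 10 µM or well 3 SD below plate mean, unless failing retest; inactive = the rest, including hits failing retest or dose response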; also: some compounds called inactive have numbers as strong as hits; many of its hits are not listed in these tables
# IMP-1 inhibitor: blocks Pseudomonas aeruginosa IMP-1 metallo-beta-lactamase. purified IMP-1, nitrocefin hydrolysis, epi-absorbance fluorescence. 290,000 tested, 0.45% active. inhibition, % at 5.6 µM;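 active = inhibition above the mean plus 3 SD of all compounds in the same screening run, cut at about 4.5% in these data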;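 also: 0% = IMP-1 with DMSO and 100% = DMSO wells lacking enzyme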
#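 System: purified IMP-1; amount: IMP-1 0.2 nM before substrate addition; compound: single dose, 5.6 µM; times: 25 °C, 15 min preincubation, 25 min reaction; signal: Epi-absorbance via hydrolysed-nitrocefin quenching of white-plate fluorescence, 480/530 nm, EDTA stop; benchmarks: DMSO with and without IMP-1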
# PHOSPHO1 block: PHOSPHO1 (human) inhibition; Q8TCT1; recombinant PHOSPHO1, absorbance phosphatase assay; inhibition, % at 13.3 µM; 290,000 tested, 1.1% active; AID 1565; in the data active = inhibition above about 60%
# Target sequence (Q8TCT1 whole entry, looked up): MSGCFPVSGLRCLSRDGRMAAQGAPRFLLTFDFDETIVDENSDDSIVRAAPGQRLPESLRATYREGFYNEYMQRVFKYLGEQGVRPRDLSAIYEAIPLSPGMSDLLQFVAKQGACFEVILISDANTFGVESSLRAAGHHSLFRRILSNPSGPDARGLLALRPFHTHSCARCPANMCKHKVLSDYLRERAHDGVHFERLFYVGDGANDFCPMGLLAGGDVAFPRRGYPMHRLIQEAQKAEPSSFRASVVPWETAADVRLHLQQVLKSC
# GPR7 antagonist: human neuropeptides B/W receptor 1 antagonism | GPR7-expressing cells, fluorescence antagonist assay | inhibition, % at 4.4 µM | 290,000 tested, 1.1% active | AID 1861; in the data active = inhibition above about 16%, passing the limit was not always enough;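 also: cells stimulated with the agonist NPW; 0% = agonist with vehicle and 100% = vehicle without agonist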
# Target sequence (P48145 whole entry, looked up): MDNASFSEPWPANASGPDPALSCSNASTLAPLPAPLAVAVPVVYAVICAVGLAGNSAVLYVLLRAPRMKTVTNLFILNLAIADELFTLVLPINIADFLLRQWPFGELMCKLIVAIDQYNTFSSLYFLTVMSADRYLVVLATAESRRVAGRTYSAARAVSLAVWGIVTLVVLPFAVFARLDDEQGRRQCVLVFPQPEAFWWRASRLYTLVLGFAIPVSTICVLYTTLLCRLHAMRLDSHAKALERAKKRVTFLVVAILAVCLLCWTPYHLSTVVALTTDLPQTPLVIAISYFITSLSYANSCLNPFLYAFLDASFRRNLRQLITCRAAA
# M18AAP inhibitor: PfM18AAP enzyme inhibition | recombinant PfM18AAP, H-Glu-NHMec fluorogenic cleavage | inhibition, % at 7.35 µM | 290,000 tested, 1.2% active | AID 1822;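 active = inhibition above the campaign mean inhibition over all tested compounds plus 3 SD, cut at about 28% in these data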;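 also: 0% = plate median of test compound wells and 100% = 2 mM ZnCl2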
# IDE inh: inhibits human insulin-degrading enzyme in HEK cells | P14735 | FAbetaB cleavage, fluorescence polarization | inhibition, % at 5.59 µM | 320,000 tested, 0.41% active;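 active = percent inhibition above the average of all tested compounds plus 3 SD, set per screening campaign, cut at about 16% in these data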;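 also: IDE supplied by intact live HEK cells; FP after avidin binding of uncleaved biotin substrate so inhibition keeps polarization high; 0% = DMSO wells and 100% = 60 µM reference IDE inhibitor Ii1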
# An asterisk follows results filed as active; . = not tested or not shown.
NALP1 inh	IDE cell activ	VIM-2 inh	p-CIP stab down	IMP-1 inhibitor	PHOSPHO1 block	GPR7 antagonist	M18AAP inhibitor	IDE inh	Structure
0	2	0.0	-3	-3.3	-24	-3	3	2	O=C(O)CN1C(=O)COc2ccc(S(=O)(=O)N3CCCCCC3)cc21
6	0	-3.1	3	-3.5	16	0	-3	5	Cc1cc(NC(=O)CS(=O)CC(=O)Nc2c(C)cccc2C)ccc1-n1cnnn1 (stereo not drawn)
-1	2	-1.0	8	-1.8	-6	9	-18	3	Cc1ccc(N=C2NC(=O)C(CC(=O)NCc3ccccc3)S2)cc1C (stereo not drawn)
-2	-1	-2.4	-6	-2.1	39	-8	20	4	NC(=S)NNc1cccc(Cl)c1
23	2	-2.1	-7	-2.9	-34	-8	-8	4	NC(=O)CCC(NS(=O)(=O)c1ccc(Cl)cc1)C(=O)NCc1ccc(Cl)cc1 (stereo not drawn)
0	0	-4.2	0	-2.1	-1	-10	1	1	COc1ccc(-c2nnn(CC(=O)N(CCCO)C(C(=O)NC3CCCC3)c3ccc(F)cc3)n2)cc1 (stereo not drawn)
-13	3	-1.4	-10	-3.7	-4	-12	-4	4	Cc1ccc(-c2nn3c(C)nnc3s2)cc1NC(=O)C(C)C
4	7	0.2	-8	-1.2	-4	-3	-5	5	CCOC(=O)N1CCC(NC(=S)Nc2ccc3nc(N4CCN(C)CC4)cc(C)c3c2)CC1
17	5	-1.1	0	-2.5	-3	-13	-5	-3	CCC/C(=C1/C(=O)CC(C)(C)C(C(=O)OC)C1=O)N1CCCC1 (stereo not drawn)
8	2	-0.7	-9	0.2	18	-16	-1	1	Cc1cc(C)nc(N2CCC(C(=O)O)CC2)n1
-5	5	-2.2	16	-1.7	24	-6	-2	3	COc1cccc(CNC(=O)Cn2cccc2)c1
2	2	-0.8	-8	-1.4	.	-19	2	-3	NC1=NC(=O)C(Cc2ccc(OC(F)(F)F)cc2)S1 (stereo not drawn)
4	0	-1.2	-7	-5.6	8	1	12	0	CCOC(=O)c1c(NC(=O)CSc2nnc(-c3ccco3)o2)sc(C)c1C
8	5	-0.8	-5	-3.9	15	-17	1	-3	CC(C)N(Cc1cc2ccccc2[nH]c1=O)C(=O)c1cccnc1
11	-1	-4.3	1	-3.9	18	-1	-4	7	COc1ccc(N(CC(=O)Nc2cc(C(=O)O)ccc2C)S(=O)(=O)c2c(C)noc2C)cc1
18	-4	-1.6	-5	-0.5	7	0	-3	-2	CCC1(c2ccccc2)NC(=O)N(CC(=O)N2CCN(S(=O)(=O)c3ccccc3)CC2)C1=O (stereo not drawn)
24	6	0.1	-10	-3.4	21	-11	3	.	NS(=O)(=O)c1ccc(NC(=O)Nc2ccc3c(c2)OCO3)cc1
5	4	-2.6	-8	-2.4	3	-10	-2	-1	O=C(Nc1c(C(=O)NCc2ccco2)cnn1-c1ccccc1)c1ccc(F)cc1
39*	-2	-2.2	-2	0.3	19	5	-3	2	Cc1cc(C)c(S(=O)(=O)NCc2ccncc2)c(C)c1
15	-1	0.2	4	-2.1	51	-3	1	0	CCOc1ccc(C(=O)Nc2ccc3[nH]ncc3c2)cc1
9	5	-0.2	-1	-1.6	25	-10	2	-1	O=C(Nc1ccc2c(c1)OCO2)c1cccc(S(=O)(=O)N2CCOCC2)c1
4	8	-2.5	4	-4.6	2	-16	-5	0	CC1CCCN(c2cc(N(C)CCO)c([N+](=O)[O-])c3nonc23)C1 (stereo not drawn)
26	1	-3.1	-16	-2.4	7	-5	-5	-5	COc1coc(C(O)CN)cc1=O (stereo not drawn)
16	-1	-0.2	3	-1.0	24	-4	-7	7	O=C(CN1C(=O)COc2ccccc21)NCCCN1CCc2ccccc2C1
6	1	0.4	-2	-3.7	-21	-5	-1	9	CCCn1c(SCC(=O)C(C)(C)C)nc2ccccc21
.	3	18*	6	-0.7	51	-2	1	-1	COc1ccccc1-c1nc(C#N)c(NCCCn2ccnc2)o1
-6	4	-1.0	-9	-2.7	35	-3	-7	-4	CC(=O)NC(CC(=O)Nc1nc(-c2ccccc2)c(C(C)=O)s1)c1ccccc1 (stereo not drawn)
.	-3	-2.2	-3	-2.2	-9	-13	-2	6	Cc1nnc2n(-c3ccccc3)c(=O)c3c4c(sc3n12)COC(C(C)C)C4 (stereo not drawn)
1	1	-0.4	-6	-3.1	22	-9	-4	4	CCOc1ccccc1NC(=O)CN1CCC(NC(=O)Nc2ccccc2)CC1
28	2	0.7	14	-3.1	9	-3	58*	2	O=C(O)CCC(=O)Nc1ccc(Cc2ccc(NC(=O)CCC(=O)O)c(O)c2)cc1O
18	0	1.2	1	0.4	29	-11	-5	0	Cn1c(=O)c2c(ncn2Cc2cc(-c3ccccc3)no2)n(C)c1=O
8	-4	-2.8	-14	-3.8	-2	-2	-1	13	CCc1cccc2c(C(=O)Cn3nnc(-c4ccc(OC)c(OC)c4)n3)c[nH]c12
4	-4	-4.1	-10	-2.2	25	-18	-10	-6	C/C(=N\Nc1nc(C)cc(-c2ccccc2)n1)c1ccc(F)cc1
22	-5	-0.9	-17	-3.5	15	22	-8	3	O=C(c1ccc(N2CCN(C(=O)c3ccc(F)c(F)c3)CC2)cc1)c1cccc(F)c1
-1	3	-2.6	1	-0.9	-8	0	12	-3	Cc1ccc(OCC(=O)c2cc(C)n(CC(F)(F)F)c2C)c([N+](=O)[O-])n1
14	3	-4.1	-15	-2.7	2	-6	-3	4	CCOC(=O)Cc1csc(NC(=S)NC(=O)c2ccc(F)cc2)n1
1	-1	0.3	-9	-1.6	54	-11	-6	0	CCOC(=O)C1(Cc2ccccc2)CCN(Cc2ccc3cc(NC(C)=O)ccc3n2)CC1
1	11	-1.5	-9	-2.4	17	-10	-2	1	Cc1cccc(CCNC(=O)c2cccc(N3CCCC3=O)c2)c1
.	4	-2.5	.	-1.2	.	-24	2	-3	CCOC(=O)C(C)N1CC(=O)N(c2ccccc2)C1=O (stereo not drawn)
17	-1	-3.0	6	1.1	-4	-10	-4	0	O=C(NCCN1C(=O)C2C3C=CC(C3)C2C1=O)NCc1ccccc1 (stereo not drawn)
11	1	-1.1	-4	-0.6	3	-17	-5	-3	O=C(CCl)NCCCN(C(=O)C(Cl)Cl)c1ccc([N+](=O)[O-])cc1
0	3	-1.6	-1	-2.3	38	-4	-1	1	CC(C)C(=O)NCCCc1ccccc1
42*	4	-0.6	1	-0.7	21	-2	-5	3	O=C(NCCN1CCN(c2ccccc2)CC1)c1ccc(NC(=O)C2CCCO2)cc1 (stereo not drawn)
6	-1	-0.4	8	-0.9	54	-7	-14	1	O=C(CCC1CCCN(C2C3CC4CC(C3)CC2C4)C1)NCc1ccc(F)c(F)c1 (stereo not drawn)
11	3	-2.6	-4	-2.4	37	-6	27	1	CN1C(=O)NC(c2ccccc2[N+](=O)[O-])C2=C1CC(C)(C)CC2=O (stereo not drawn)
15	3	-2.1	0	-2.0	-1	6	5	2	CCS(=O)(=O)NC(C)C(c1cccs1)N1CCN(c2ccc(OC)cc2)CC1 (stereo not drawn)
4	2	-3.0	4	1.4	19	-2	0	3	CCN(CC)CCN(C(=O)Cn1nnc(-c2ccc(OC)c(OC)c2)n1)C(C(=O)NC1CCCC1)c1ccc(F)cc1 (stereo not drawn)
-2	-2	0.8	0	-1.5	27	-7	-4	.	C/C(=N/Nc1ccccc1[N+](=O)[O-])c1ccc(C)c([N+](=O)[O-])c1
13	7	-1.8	-8	-2.1	21	14	-4	4	Cc1ccc2[nH]c(=O)c(-c3nc4c(C)cccn4c3NCc3ccco3)cc2c1
37	.	-1.1	-2	-3.0	14	7	-1	.	COc1cccc(-c2cc(C(=O)Nc3ccc4c(c3)OCCO4)c3ccccc3n2)c1

# Other records:
NALP1 inh	IDE cell activ	VIM-2 inh	p-CIP stab down	IMP-1 inhibitor	PHOSPHO1 block	GPR7 antagonist	M18AAP inhibitor	IDE inh	Structure
6	-3	-1.5	-5	-1.3	.	4	-3	-7	COc1ccc(/C=C(\NC(=O)c2ccc(C)cc2)C(=O)N2CCCCC2)cc1
1	1	-1.6	-3	-2.1	28	0	2	-4	CN(CC(O)Cn1c2ccccc2c2ccccc21)S(C)(=O)=O (stereo not drawn)
-17	0	-2.6	-9	-2.4	3	-9	2	10	Cc1occc1-c1nnc(SCC(=O)Nc2ccccc2-c2ccccc2)n1C
38	3	-2.1	-1	1.6	12	21*	-2	-2	COc1cc(OC)cc(C(=O)N[C@H](C(=O)OCC(=O)Nc2cccc(F)c2)C(C)C)c1
11	-5	-1.1	4	-3.3	1	-2	0	3	Cc1ccc(C)c(S(=O)(=O)N2CCN(C(=O)c3ccc(N4CCCC4)c([N+](=O)[O-])c3)CC2)c1
4	4	12*	-6	1.0	-24	-11	11	-4	CN(C)c1ccc(-c2ccc3c(=O)c4ccccc4n(C)c3c2)cn1
30*	6	3.9	-159	1.6	44	-6	-3	-1	CC(=O)n1c2ccccc2c2nc3ccccc3nc21
9	-3	-0.2	2	-1.2	-36	-12	-19	.	CN1C(=O)CSC1=Nc1ccc(F)cc1
-2	4	-1.3	7	-3.2	-1	-1	5	1	COC(=O)CON1C(=O)c2ccccc2C1=O
15	-3	0.8	5	-1.3	35	-16	-4	-6	Cc1nc(NC(=O)CSc2nnc(C3CC3)n2C)sc1C
0	2	-0.3	2	-0.3	-8	5	-17	6	COc1ccc(-n2c(=O)c3c(C)c(C)sc3n(Cc3ccc(F)cc3)c2=O)c(OC)c1
12	-4	-1.2	2	-2.4	-10	34*	-3	-3	OC1(c2ccccc2)CCN(Cc2ccccc2)C2CCCCC21 (stereo not drawn)
5	0	-1.8	-2	-1.0	56	-6	1	-3	CC(Oc1ccc(Cl)cc1Cl)C(=O)NNC(=O)[C@@H]1CCCC[C@@H]1C(=O)O (stereo partly drawn)
8	-1	-2.5	0	-2.5	13	9	7	0	COc1ccc2[nH]c3c(c2c1)CCN1C(=O)N([C@@H](C)C(=O)NCc2ccc(F)cc2)C(=O)[C@]31C
9	5	-0.5	1	0.9	-138	-6	5	-1	Cc1ccc(NC(=O)CCN2C(=O)C3C4CCC(C4)C3C2=O)cc1[N+](=O)[O-] (stereo not drawn)
18	4	-2.2	0	-1.8	5	3	-4	2	Cc1c(C(=O)Nc2ccccc2)csc1-c1ccccc1
23	2	1.8	-8	-2.2	-17	-6	12	-1	CCN(CC)C(=O)c1ccc2nc3ccccc3nc2c1
5	2	0.3	-2	-0.3	16	-2	6	8	O=S(=O)(c1ccc(Br)s1)n1cccn1
6	5	0.5	15	-2.5	12	-2	8	1	O=C(Nc1ncc2c(n1)-c1ccccc1OC2)c1cccc([N+](=O)[O-])c1
-6	6	-2.4	-5	-1.3	31	-1	7	-1	CCOC(=O)CC(c1ccc(N)cc1)n1c(C)ccc1C (stereo not drawn)
